# From PubChem BioAssay
# V1R ag counter: counter-screen for oxytocin receptor agonists: human V1a receptor agonists. CHO-V1R cells, Fluo-8 calcium fluorescence, agonist mode; 0% DMSO, 100% 3 nM vasopressin. P37288. AID 2797. hit rate 0.25% among 320,000. activation, % at 3 µM;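 active = activation above the mean activation of all tested compounds plus 3 SD, per screening run, cut at about 20% in these data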;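 also: signal is peak over basal fluorescence ratio across a 100 second FLIPR read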
# Target sequence (P37288 whole entry, looked up): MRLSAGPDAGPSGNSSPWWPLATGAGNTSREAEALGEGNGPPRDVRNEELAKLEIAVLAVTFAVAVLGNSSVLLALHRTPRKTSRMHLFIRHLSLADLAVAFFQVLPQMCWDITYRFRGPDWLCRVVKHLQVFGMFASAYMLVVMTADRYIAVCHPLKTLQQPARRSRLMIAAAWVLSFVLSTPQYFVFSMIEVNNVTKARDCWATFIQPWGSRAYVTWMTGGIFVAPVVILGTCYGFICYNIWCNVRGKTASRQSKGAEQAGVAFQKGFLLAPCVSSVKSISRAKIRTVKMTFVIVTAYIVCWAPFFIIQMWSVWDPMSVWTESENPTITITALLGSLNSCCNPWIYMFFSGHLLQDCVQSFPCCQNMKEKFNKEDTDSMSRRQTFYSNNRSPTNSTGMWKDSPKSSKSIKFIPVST
# OXTR agonist: activates the human oxytocin receptor. CHO-OTR cells, Fluo-8 calcium fluorescence; normalized: DMSO 0%, oxytocin 100%. activation, % at 3 µM. hit rate 0.32% among 320,000. AID 2435. P30559;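 active = activation above the mean of all tested compounds plus 3 SD, cutoff set per screening run, cut at about 20% in these data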;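 also: peak over basal fluorescence ratio from a 100 s FLIPR kinetic read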
# Target sequence (P30559 whole entry, looked up): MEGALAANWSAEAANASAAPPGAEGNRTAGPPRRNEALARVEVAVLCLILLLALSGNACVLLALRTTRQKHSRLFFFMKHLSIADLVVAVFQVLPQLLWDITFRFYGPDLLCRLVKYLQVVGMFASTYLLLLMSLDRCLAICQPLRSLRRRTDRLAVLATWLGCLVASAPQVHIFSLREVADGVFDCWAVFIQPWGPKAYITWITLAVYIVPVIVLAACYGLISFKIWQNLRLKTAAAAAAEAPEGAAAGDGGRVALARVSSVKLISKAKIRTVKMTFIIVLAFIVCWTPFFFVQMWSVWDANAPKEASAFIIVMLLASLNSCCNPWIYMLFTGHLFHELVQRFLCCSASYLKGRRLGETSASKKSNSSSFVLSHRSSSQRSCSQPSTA
# * = called active by the depositor. These rows are one share of the data (hit frequency here may not be typical).
SMILES,V1R ag counter,OXTR agonist
CCCNC(=O)C1(CC2CC(c3ccccc3)=NO2)CCN(C(=O)CCCCCBr)CC1 (centres undefined),0.1,8.6
C=CC(=O)Nc1ccc(Nc2nc(NC3CCC(N(C)C)CC3)nc3c2ncn3C(C)C)cc1 (centres undefined),-0.7,-0.4
C#CCOCCOCCOCCNc1nc(N2CCN(C(=O)C([C@@H](C)O)n3cc([C@@H](N)CCCCN)nn3)CC2)nc(N2CCN(C(=O)[C@H](CCCCN)n3cc(CN)nn3)CC2)n1 (some centres undefined),0.1,0.7
COc1ccc(C2=NOC(Cn3nc(-c4ccccc4)cc3C(=O)NCc3cccc(C(F)(F)F)c3)C2)cc1 (centres undefined),4.0,5.5
CNC(C)C#Cc1ccc2sc3cc(OC)c(OC)cc3c(=O)c2c1 (centres undefined),0.2,-0.8
O=C1C=C(c2ccc(OC(F)(F)F)cc2)C[C@@H](c2ccc(F)cc2)C1,-0.1,1.1
C#CCOCCOCCOCCNc1nc(N2CCN(C(=O)CCCCCCCCCCNC(=O)[C@@H](CCC(=O)O)n3cc(CCCCCN)nn3)CC2)nc(N2CCN(C(=O)CCCCCCCCCCNC(=O)[C@H](CO)n3cc(CCCCCN)nn3)CC2)n1,9.0,2.5
CC1(C)C(/C=C/C=C/C=C/C=C2\N(CCCCS(=O)(=O)O)c3ccc4ccccc4c3C2(C)C)=[N+](CCCCS(=O)(=O)[O-])c2ccc3ccccc3c21,0.4,-1.0
C#CCOCCOCCOCCNc1nc(N2CCN(C(=O)CCCCCCCCCCNC(=O)[C@@H](CCC(=O)O)n3cc(CCCCCN)nn3)CC2)nc(N2CCN(C(=O)CCCCCCCCCCNC(=O)[C@H](CO)n3cc(CCCSC)nn3)CC2)n1,14.9,3.0
O=C(CCCCC(=O)Nc1c(I)cc(I)c(C(=O)O)c1I)Nc1c(I)cc(I)c(C(=O)O)c1I,0.3,2.1
COCCN1C=C2C(=O)C(C)(OC(=O)CCC(=O)OC)C(=O)C(Br)=C2C=C1c1ccc(OC)cc1 (centres undefined),0.6,0.3
Nc1nc2nc[nH]c2c(=O)[nH]1,0.3,0.2
O=C(NCc1ccccc1Br)c1cccc2c1C(=O)c1ccc(N3CCOCC3)cc1S2(=O)=O,8.8,11.4
CCCCCCN(CCCCCC)C(=O)Cc1c(-c2ccc(F)cc2)[nH]c2ccccc12,0.0,-0.2
C[C@@]12C(=O)Nc3ccc(F)cc3C(=O)N1[C@H]1c3ccccc3OC[C@@H]1[C@@H]2c1ccccc1,-0.2,-0.8
O=C1CCCC(=NNC(=O)c2cc3ccccc3cc2O)C1,3.5,2.5
O=C(O)c1ccccc1NS(=O)(=O)c1ccc(NN=Cc2ccc(F)cc2)c([N+](=O)[O-])c1,-0.3,-0.6
O=C(COc1cccnc1[N+](=O)[O-])Nc1cccc2ccccc12,1.1,0.0
COC(=O)CCC(=O)OC1(C)C(=O)C=C2C=C(C3CC3)OC=C2C1=O (centres undefined),1.0,1.2
Nc1c(Cl)cc(Cl)cc1C(=O)OCC(=O)N1CCCC1=O,0.3,-1.2
COC(=O)C1CCN(C(=O)COC(=O)c2cc(-c3ccccc3)nc3ccc(OC)cc23)CC1,1.0,-1.7
CCOc1ccc(C(=O)CC(C(=O)O)N2CCCCC2)cc1 (centres undefined),2.5,3.1
CC(O)c1cc2c(s1)c1cnn(Cc3ccccc3F)c(=O)c1n2C (centres undefined),-0.3,-0.6
O=C(O)[C@@H](O)[C@H](O)C(=O)O,0.3,0.3
NCCNC(=O)Cc1ccc(NC(=O)Cc2ccc(Nc3ncnc4c3ncn4[C@@H]3O[C@H](CO)[C@@H](O)[C@H]3O)cc2)cc1,0.2,-0.1
O=C(NCC1CCCO1)c1cccc2c1C(=O)c1ccc(N3CCC(Cc4ccccc4)CC3)cc1S2(=O)=O (centres undefined),13.8,11.9
CCN1/C(=C/c2ccc3cc(C)ccc3[n+]2CC)Sc2ccc3sccc3c21,7.0,5.2
CC(C)[C@@]1(c2ccccc2)ON(c2ccccc2C(F)(F)F)C1=O,-0.4,-0.7
C=CCn1c(=O)c2c(nc(-c3ccc(S(=O)(=O)O)cc3)n2C)n(C)c1=O,1.1,-0.4
COc1ccc(-c2nc3cnccn3c2NCc2ccccc2)cc1SC1CCCCC1,-0.4,-1.4
C#CCOCCOCCOCCNc1nc(N2CCN(C(=O)CCCCCCCCCCNC(=O)[C@H](CCCCN)n3cc(C[C@@H](C)CC)nn3)CC2)nc(N2CCN(C(=O)CCCCCCCCCCNC(=O)[C@H](CCCCN)n3cc(C[C@@H](C)CC)nn3)CC2)n1,14.5,11.0
COc1ccc(OC)c(/C=N/NC(=O)c2ccc[n+](CC(=O)c3ccccc3)c2)c1,-0.5,-1.5
C#CCOCCOCCOCCNc1nc(N2CCN(C(=O)CCCCCCCCCCNC(=O)[C@H](CO)n3cc(CCCSC)nn3)CC2)nc(N2CCN(C(=O)CCCCCCCCCCNC(=O)[C@H](CCCCN)n3cc(C[C@@H](C)CC)nn3)CC2)n1,2.3,-1.8
C#CCOCCOCCOCCNc1nc(N2CCN(C(=O)CCCCCCCCCCNC(=O)[C@@H](CCSC)n3cc(CCO)nn3)CC2)nc(N2CCN(C(=O)CCCCCCCCCCNC(=O)[C@H](CO)n3cc(CCCCCN)nn3)CC2)n1,7.5,-0.5
C=C/C(C)=C/C[C@H]1C(=C)CCC2[C@](C)(C(=O)O)CCC[C@@]21C (some centres undefined),-0.8,-1.2
CCOC(=O)c1ccccc1NC(=O)C1CCN(c2ncnc3sc(C)c(C)c23)CC1,-0.1,-1.8
Nc1nc(=S)c2[nH]cnc2[nH]1,-0.4,0.4
O=C1N[C@@H](Cc2ccccc2)C(=O)N2[C@H]3Nc4ccccc4[C@@]3([C@]34C[C@H]5C(=O)N[C@@H](Cc6ccccc6)C(=O)N5[C@H]3Nc3ccccc34)C[C@@H]12,1.2,-0.1
Nc1c(N(CCC2=CCCCC2)C(=O)COc2ccc(F)cc2)c(=O)[nH]c(=O)n1Cc1ccccc1,1.9,2.7
O=C1COc2ccc(C(=O)COC(=O)/C=C/c3ccco3)cc2N1,1.2,1.6
O=C1C=C(c2cccc(Cl)c2)C[C@@H](c2ccc(F)cc2)C1,0.1,-0.3
C#CCOCCOCCOCCNc1nc(N2CCN(C(=O)C([C@@H](C)O)n3cc([C@@H](N)CCCCN)nn3)CC2)nc(N2CCN(C(=O)[C@H](CCCN=C(N)N)n3cc(C(N)[C@@H](C)CC)nn3)CC2)n1 (some centres undefined),0.4,-0.9
O=C1N[C@H](Cc2ccccc2)C(=O)N[C@H]1Cc1cn(S(=O)(=O)c2ccccc2)c2ccccc12,0.2,-0.6
O=c1ncc(F)c[nH]1,3.1,1.7
CC(=O)OC1=C(O)C(=O)c2ccccc2C1=O,1.4,-0.9
C=C1/C=C(\C)C(C)(O)CC(O)CC(=O)C(O)C(O)C(C)CC(C)OC(=O)/C(C)=C/CC/C=C/C(OC)C(O)CC(C)C1 (centres undefined),0.8,0.9
COc1cc(C)c(NC(=O)COc2cccc3c2OC(C)(C)C3)cc1OC,9.8,12.0
OCc1c[nH]c2ccccc12,0.7,1.9

# Arranged by molar mass (rising): 16 of the compounds above
SMILES,V1R ag counter,OXTR agonist
O=c1ncc(F)c[nH]1,3.1,1.7
OCc1c[nH]c2ccccc12,0.7,1.9
Nc1nc(=S)c2[nH]cnc2[nH]1,-0.4,0.4
CC(=O)OC1=C(O)C(=O)c2ccccc2C1=O,1.4,-0.9
O=C1C=C(c2cccc(Cl)c2)C[C@@H](c2ccc(F)cc2)C1,0.1,-0.3
C=C/C(C)=C/C[C@H]1C(=C)CCC2[C@](C)(C(=O)O)CCC[C@@]21C (some centres undefined),-0.8,-1.2
O=C1COc2ccc(C(=O)COC(=O)/C=C/c3ccco3)cc2N1,1.2,1.6
COc1cc(C)c(NC(=O)COc2cccc3c2OC(C)(C)C3)cc1OC,9.8,12.0
COc1ccc(OC)c(/C=N/NC(=O)c2ccc[n+](CC(=O)c3ccccc3)c2)c1,-0.5,-1.5
CCOC(=O)c1ccccc1NC(=O)C1CCN(c2ncnc3sc(C)c(C)c23)CC1,-0.1,-1.8
COc1ccc(-c2nc3cnccn3c2NCc2ccccc2)cc1SC1CCCCC1,-0.4,-1.4
O=C1N[C@H](Cc2ccccc2)C(=O)N[C@H]1Cc1cn(S(=O)(=O)c2ccccc2)c2ccccc12,0.2,-0.6
C=C1/C=C(\C)C(C)(O)CC(O)CC(=O)C(O)C(O)C(C)CC(C)OC(=O)/C(C)=C/CC/C=C/C(OC)C(O)CC(C)C1 (centres undefined),0.8,0.9
O=C1N[C@@H](Cc2ccccc2)C(=O)N2[C@H]3Nc4ccccc4[C@@]3([C@]34C[C@H]5C(=O)N[C@@H](Cc6ccccc6)C(=O)N5[C@H]3Nc3ccccc34)C[C@@H]12,1.2,-0.1
C#CCOCCOCCOCCNc1nc(N2CCN(C(=O)CCCCCCCCCCNC(=O)[C@@H](CCSC)n3cc(CCO)nn3)CC2)nc(N2CCN(C(=O)CCCCCCCCCCNC(=O)[C@H](CO)n3cc(CCCCCN)nn3)CC2)n1,7.5,-0.5
C#CCOCCOCCOCCNc1nc(N2CCN(C(=O)CCCCCCCCCCNC(=O)[C@H](CO)n3cc(CCCSC)nn3)CC2)nc(N2CCN(C(=O)CCCCCCCCCCNC(=O)[C@H](CCCCN)n3cc(C[C@@H](C)CC)nn3)CC2)n1,2.3,-1.8

# Going on with the list.
SMILES,V1R ag counter,OXTR agonist
COc1ccc2nc(C)cc(N/N=C/c3ccccc3)c2c1,-0.6,-0.2
C=C1C(O)[C@@H]2O[C@]3(CC[C@H](/C=C/C(C)[C@@H]4CC(C)=CC5(O[C@H](C[C@@](C)(O)CO)CCC5O)O4)O3)CC[C@H]2O[C@@H]1C(O)CC(C)[C@H]1OC2(CCCCO2)CCC1C (some centres undefined),0.6,1.1
CCN(CC)S(=O)(=O)c1cccc(NC(=O)CNc2cccc(S(=O)(=O)N3CCOCC3)c2)c1,-1.1,0.5
Cc1cc(O)cc2c1O[C@@](C)(CCC[C@@H](C)CCC[C@@H](C)CCCC(C)C)CC2,1.4,0.4
O=C1c2ccccc2C(=O)C1(O)O,0.3,0.7
COc1ccc2c(c1)[C@H]1[C@H](CO2)[C@H](c2ccccc2)[C@]2(C)C(=O)N(Cc3ccc(C)cc3)CC(=O)N12,2.2,1.8
C[C@@H]1CCCCCCCCC(=O)OCCN(C(=O)OC(C)(C)C)[C@H](C)CCCCCCCCC(=O)OCCN(C(=O)OC(C)(C)C)[C@H](C)CCCCCCCCC(=O)OCCN1C(=O)OC(C)(C)C,0.7,0.8
O=C1c2cc(Br)ccc2N(Cc2ccc(Br)cc2)S(=O)(=O)C1c1cc(Cl)c(Cl)cc1[N+](=O)[O-] (centres undefined),-1.6,-1.4
CN(C/C=C/C#CC(C)(C)C)Cc1cccc2ccccc12,-0.9,-0.4
CCOc1ccc(C2=CC(c3ccccc3)n3ncnc3N2)cc1 (centres undefined),0.5,-2.2
Cc1c(N(C)CS(=O)(=O)O)c(=O)n(-c2ccccc2)n1C,0.0,0.0
Cc1cccc2c1Sc1ccc(Cl)cc1CC2N1CCNCC1 (centres undefined),9.6,15.4
O=C(O)C1(O)C[C@H](O)C(O)[C@@H](O)C1 (some centres undefined),0.3,0.2
N#CC1(NC(=O)COC(=O)c2cc(O)c3ccccc3c2O)CCCCC1,-0.5,-0.5
O=[N+]([O-])c1ccc(CSc2ncnc3c2ncn3[C@@H]2O[C@H](CO)[C@@H](O)[C@H]2O)cc1,-0.3,0.0
CC(C)=CCc1c(-c2ccc(O)cc2O)oc2cc3c(c(O)c2c1=O)C=CC(C)(C)O3,3.0,0.4
Cc1ccc(S(=O)(=O)Nc2ccc3c(c2)CC(=O)N([C@H](C)CO)C[C@@H](C)[C@H](CN(C)Cc2ccc(-c4ccccc4)cc2)O3)cc1,3.4,-0.2
CCCCC/C=C\C/C=C\C/C=C\C/C=C\CCCC(=O)O,-0.6,-1.0
COc1cc(C(=O)NCCc2ccc(F)cc2)ccc1OCC(=O)N1CCOCC1,0.4,0.8
Cc1cc(C)c2sc(N(CCCN(C)C)C(=O)c3ccc(S(=O)(=O)N4CCc5ccccc5C4)cc3)nc2c1,4.3,10.3
CN1CCCC(n2nc(Cc3ccc(Cl)cc3)c3ccccc3c2=O)CC1 (centres undefined),5.4,8.1
CC1(OC(=O)c2cccs2)C(=O)C=C2C=C(c3ccsc3)OC=C2C1=O (centres undefined),1.2,0.7
O=C(O)c1cc(O)c2c(c1)[C@@H]([C@H]1c3cc(C(=O)O)cc(O)c3C(=O)c3c(O[C@@H]4O[C@H](CO)[C@@H](O)[C@H](O)[C@H]4O)cccc31)c1cccc(O[C@@H]3O[C@H](CO)[C@@H](O)[C@H](O)[C@H]3O)c1C2=O,-1.4,0.1
CC(CCc1ccc(O)cc1)NCCc1ccc(O)c(O)c1 (centres undefined),0.7,0.4
O=C1C=CC(=O)N1,1.6,-0.8
COC1=CC(=O)C(O)=C(CCCCCCC/C=C/CCCCCCCC2=C(O)C(=O)C=C(OC)C2=O)C1=O,-0.3,-0.5
COC(=O)CCC(=O)OC1(C)C(=O)C=C2C=C(C3CC3)N(c3ccc(CO)cc3)C=C2C1=O (centres undefined),0.3,0.1
CCCCCCCCCCCCCCCC[N+](C)(C)CC,4.1,20.8*
COc1cccc(C2=CC(=O)C[C@H](c3ccc4c(c3)OCO4)C2)c1,0.2,1.4
C[C@@H](CN1CCC[C@H]1CN1C(N)=NC[C@@H]1Cc1ccccc1)N1C[C@@H](Cc2ccccc2)N(CCCC2CCCC2)C1=N,5.3,0.6
CCOC(=O)CCCCCC(=O)Nc1ccc2c(c1)C(=O)N([C@H](C)CO)C[C@H](C)[C@@H](CN(C)C(=O)Nc1ccc(OC)cc1)O2,0.8,1.4
Cn1nnnc1Sc1ncnc2scc(-c3cccs3)c12,-0.3,-0.5

# Look-ups from the results shown.
# For OXTR agonist, Cn1nnnc1Sc1ncnc2scc(-c3cccs3)c12 shows -0.5
# For OXTR agonist, C[C@@H](CN1CCC[C@H]1CN1C(N)=NC[C@@H]1Cc1ccccc1)N1C[C@@H](Cc2ccccc2)N(CCCC2CCCC2)C1=N shows 0.6
